PglD DTNB: PglD (C. jejuni) enzyme inhibition; purified PglD enzyme, DTNB colorimetric CoA detection; inhibition, % at 12.5 µM; hit rate 0.098% among 360,000; in the data active means inhibition above about 16%, passing the limit was not always enough; inconclusive means no clear call, values can overlap the other calls; further: strong numbers were not always called active
DENV2 CPE: inhibitors of DENV2 cytopathic effect. DENV2-infected cells, cytopathic effect rescue, plate reader. CPE inhibition, % at 9.99 µM. hit rate 1.7% among 350,000; in the data active means CPE inhibition above about 20%, passing the limit was not always enough; inconclusive means no clear call, values can overlap the other calls; tested in BHK-21 cells;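 further: 0% = median of neutral control wells and 100% = median of positive control wells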
Statin myotox sup: suppression of simvastatin myotoxicity | rescue of ATP level, % at 7.49 µM | C2C12 myotubes + simvastatin, ATP luminescence, 48 h; scaled: DMSO 0, geranylgeraniol control 100 | AID 602340 | hit rate 0.78% among 330,000;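 active means mean ATP rescue above about 67%, or every replicate alone reaching that limit, limit read from the data, passing the limit was not always enough; inconclusive means no clear call, values can overlap the other calls; inactive means mean under the limit and some replicate under it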;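 further: myotubes were challenged with 10 µM simvastatin during compound exposure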
SIRT5 inh: sirtuin-5 (human) deacylase inhibition | Purified SirT5, succinyl-peptide AMC, trypsin-coupled fluorescence | Q9NXA8 | AID 652115 | hit rate 1.1% among 330,000 | inhibition, % at 15 µM; in the data active means inhibition above about 15%; inconclusive means no clear call, values can overlap the other calls
Target sequence (Q9NXA8 whole entry, looked up): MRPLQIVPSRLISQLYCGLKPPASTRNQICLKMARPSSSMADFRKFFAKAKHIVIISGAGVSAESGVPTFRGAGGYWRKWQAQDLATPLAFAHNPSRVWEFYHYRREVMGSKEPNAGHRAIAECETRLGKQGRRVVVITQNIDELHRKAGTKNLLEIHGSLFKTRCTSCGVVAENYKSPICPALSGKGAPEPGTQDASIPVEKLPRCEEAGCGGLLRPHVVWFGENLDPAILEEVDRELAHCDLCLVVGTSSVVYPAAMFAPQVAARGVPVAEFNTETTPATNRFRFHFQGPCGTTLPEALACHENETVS
E-selectin induc: E-selectin induction on HUVECs. P16581. HUVEC E-selectin immunofluorescence imaging; normalized: neutral wells 0, TNF-alpha wells 100. activation, % at 7.58 µM. hit rate 0.37% among 260,000. AID 686992;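 active means mean E-selectin-positive cell signal at least 10% of the positive control, reached in at least 60% of replicates, without over 20% cell loss; inconclusive means no rule given, readout overlaps actives, possibly toxicity-flagged; inactive means the rest, including those meeting only one limit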;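 further: in these data hits start at about 27%; measured in HUVEC primary endothelial cells; signal is the percent of cells scored E-selectin positive by PE staining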
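Test system: HUVEC; input: 3,000 HUVEC/well; measured by: immunofluorescence imaging; read-out: % PE-positive cells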
ERp5 inh: inhibitors of human ERp5; Q15084; ERp5 insulin aggregation, absorbance 650 nm, 90 min; inhibition, % at 9.99 µM; hit rate 0.05% among 350,000;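 active means mean replicate inhibition above about 25%, with every replicate also reaching it, limit read from the data, passing the limit was not always enough; inconclusive means only one of those two criteria met; inactive means neither criterion met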
Target sequence (Q15084 whole entry, looked up): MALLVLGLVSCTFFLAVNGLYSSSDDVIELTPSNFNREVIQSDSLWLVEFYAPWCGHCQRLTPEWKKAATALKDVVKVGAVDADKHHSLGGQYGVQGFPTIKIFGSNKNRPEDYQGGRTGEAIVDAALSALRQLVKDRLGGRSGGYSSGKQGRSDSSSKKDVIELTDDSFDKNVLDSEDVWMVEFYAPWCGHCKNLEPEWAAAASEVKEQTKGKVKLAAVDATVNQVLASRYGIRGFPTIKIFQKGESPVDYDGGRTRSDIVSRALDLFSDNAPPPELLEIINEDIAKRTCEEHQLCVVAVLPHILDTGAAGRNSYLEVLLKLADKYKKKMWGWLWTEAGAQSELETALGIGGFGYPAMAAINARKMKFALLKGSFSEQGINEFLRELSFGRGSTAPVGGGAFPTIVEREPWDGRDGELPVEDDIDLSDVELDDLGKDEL
S100A4 inh HTS: blocks human S100A4 binding to myosin IIA peptide; P26447; S100A4/TAMRA-MyoIIA peptide fluorescence polarization; inhibition, % at 10.7 µM; hit rate 0.14% among 360,000; AID 652163;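 active means mean inhibition of at least 70% across replicates, with every replicate also reaching that level; inconclusive means mean inhibition reaches 70% but some replicates fall short; inactive means mean inhibition below 70%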
Target sequence (P26447 whole entry, looked up): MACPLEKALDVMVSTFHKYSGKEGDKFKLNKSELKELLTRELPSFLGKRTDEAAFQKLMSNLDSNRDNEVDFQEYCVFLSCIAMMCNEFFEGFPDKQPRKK
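incubation = readout 5 min after mixing, signal stable up to 60 min | system = S100A4 monomer protein | buffer or medium = HEPES pH 7.2 with CaCl2, KCl, NaCl, DTT, Triton | benchmarks = neutral control DMSO, positive control TFP | also added = fluorescent myosin IIA peptide, 5 nM | compound dosing = one concentration per compound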
* = called active by the depositor; ? = inconclusive; . = not tested or not shown; & = joins results of further samples. A portion of the library; rates above refer to the full screens.

smiles,SIRT5 inh,DENV2 CPE,ERp5 inh,PglD DTNB,Statin myotox sup,E-selectin induc,S100A4 inh HTS
COc1ccc(OC)c(S(=O)(=O)N2CCCC(N3CCN(c4ccccc4)CC3)C2)c1 (stereo not drawn),0,6,1,.,7,0.1,-2
CC1(C(=O)O)CCC(C(=O)N2CCCCC2)C1(C)C (stereo not drawn),-4,-4,3,.,.,4.8,-12
COC(=O)c1cc(S(=O)(=O)NCC2CCN(Cc3cc(C)ccc3C)CC2)cn1C,-3,-7,4,4,-1,0.4,-6
CNC[C@@H]1OCc2ccccc2-c2c(n(C)c3ccccc23)C(=O)N([C@H](C)CO)C[C@H]1C,-4&0,-5&-2,8&2,2,-14,0.0&0.0,-5&-4
CC(C)NC(=O)N(C)C[C@H]1Oc2ccc(NS(C)(=O)=O)cc2C(=O)N([C@@H](C)CO)C[C@@H]1C,2,-4,-7,-2,4,0.0,-6
Cc1ccc(S(=O)(=O)NCC(=O)OCC(=O)NCc2ccco2)cc1,0,?,-1,-3,7,.,-7
CC(C)CCNC(=O)NC(=O)CSc1nnc(-c2ccccc2Br)o1,-2,5,1,-6,5,.,-2
C[C@@H](NC(=O)C[C@H]1C=C[C@H](NC(=O)C2CCC2)[C@@H](CO)O1)c1ccccc1,2,-5,0,4,4,-0.2,-3
O=C(O)Cc1sc(-c2cccnc2)nc1-c1ccc(Br)cc1,-4,?,1,.,.,.,10
COc1cc(C(=O)c2ccccc2)c([N+](=O)[O-])cc1OC,-2,7,-7,7,.,-0.1,-4

Further results follow:
smiles,SIRT5 inh,DENV2 CPE,ERp5 inh,PglD DTNB,Statin myotox sup,E-selectin induc,S100A4 inh HTS
C[C@@H]1CN([C@H](C)CO)C(=O)Cc2cc(NC(=O)Cn3cnnn3)ccc2O[C@H]1CN(C)S(=O)(=O)c1cn(C)cn1,1,-8,14,0,-17,-8.2,6
CCC(C)(C)NC(=O)CN(Cc1cccs1)C(=O)CNS(=O)(=O)c1ccc(F)cc1,2,10,?,.,.,.,0
CC(C)(COC(=O)Nc1ccccc1)COC(=O)Nc1ccccc1,-3,2,-4,0,-4,0.0,-3
COc1ccccc1OCCNC(=O)CN1C(=O)NC2(CCCCC2)C1=O,0,-1,9,-5,4,.,6
Cc1coc2c(C)c3oc(=O)c(CC(=O)N[C@@H](CC(C)C)C(=O)O)c(C)c3cc12,-4,5,1,6,-4,0.1,-7
CCOC(=O)NC(=O)CSc1ccc(S(=O)(=O)N2CCCCC2)cn1,-6,-2,.,-2,8,-0.2,4
C[C@@H]1CCCCO[C@H](CN(C)C(=O)Nc2ccc(F)cc2)[C@@H](C)CN([C@H](C)CO)C(=O)c2cc(NC(=O)Nc3cccc4ccccc34)ccc2O1,-4,-3,2,1,-10,-0.1,59
COc1ccccc1C#Cc1ccc([C@H]2[C@@H](CO)N(C(=O)C3CC3)[C@H]2C#N)cc1,0,4,-1,0,-142,.,-1
NNC(=O)c1cc2cc(OC(F)(F)F)ccc2[nH]1,2,-4,1,.,4,11,0
CCN(CC(=O)Nc1ccc2c(c1)OCO2)S(=O)(=O)c1ccccc1,-11,-3,5,5,2,.,6

The results go on:
smiles,SIRT5 inh,DENV2 CPE,ERp5 inh,PglD DTNB,Statin myotox sup,E-selectin induc,S100A4 inh HTS
C/C(=N\NC(=O)c1cc(Br)ccc1O)c1ccccn1,8,-7,-3,-4,1,1.0,21
S=C(NCc1ccco1)Nc1cccc(Cl)c1Cl,-4,-5,-4,-5,6,.,-7
CO[C@H]1CN(C)C(=O)c2cc(NC(=O)C3CC3)ccc2OC[C@@H](C)N(C(=O)Cc2ccccn2)C[C@H]1C,5,6,1,2,4,0.1,6
COCCNC(=O)/C(C#N)=C/c1c(N2CCN(c3ccccc3)CC2)nc2c(C)cccn2c1=O,-15,2,1,-8,5,.,6
Cc1ccc(NC(=O)COC(=O)CN2CCSC2=O)cc1F,.,8,0,-3,8,0.0,-7
CC(C)(C)c1cc(C(=O)NN)n(Cc2ccc(F)cc2)n1,1,1,-1,.,.,1.2,-2
Cc1ccc(C)c(N(C)C(=O)CCS(=O)(=O)c2cccc3nonc23)c1,1,2,2,-5,-10,.,-23
C[C@H](CO)N1C[C@H](C)[C@H](CN(C)Cc2ccc(C(=O)Nc3ccccc3N)cc2)Oc2ccc(NC(=O)C3CCCCC3)cc2CC1=O,-1,-6,3,8,-11,1.4,-3
Cc1noc(C)c1C(=O)Nc1nc(-c2ccc([N+](=O)[O-])cc2)cs1,-1,1,-3,-2,.,0.3,3
CCc1cc2c(=O)n(Cc3ccco3)c(SCC(=O)NCC3CCCO3)nc2s1 (stereo not drawn),0,0,0,6,-10,0.8,2

The list continues:
smiles,SIRT5 inh,DENV2 CPE,ERp5 inh,PglD DTNB,Statin myotox sup,E-selectin induc,S100A4 inh HTS
Cc1ccc(-c2nc(S(=O)(=O)c3ccccc3)c(SCC(=O)NCC3CCCO3)o2)cc1 (stereo not drawn),-4,3,-1,4,-16,0.5,0
CC(C)C(NC(=O)CCNC(=O)c1ccc(C(C)(C)C)cc1)c1nc2ccccc2[nH]1 (stereo not drawn),-1,19,1,.,11,0.5,1
C[C@@H]1CN([C@@H](C)CO)C(=O)c2c(c3ccccc3n2C)-c2ccccc2CO[C@@H]1CN(C)S(=O)(=O)c1ccccc1,7,9,-3,3,29,0.0,13
Cc1cccc(CSc2nnc([C@@H]3CCCN3)o2)c1,-7,-6,.,.,.,.,-12
C[C@@H]1CN([C@H](C)CO)S(=O)(=O)c2ccc(/C=C/c3ccccc3)cc2O[C@H]1CN(C)C(=O)Nc1ccc(F)cc1,-3,-16,-2,-1,-14,0.6,-4
COc1ccc(C(=O)Nc2cnccn2)cc1[N+](=O)[O-],1,-3,-5,-3,1,-0.1,-11
CC(C)C[C@@H]1Cc2[nH]c(=S)[nH]c(=O)c2[C@H](CCc2ccccc2)O1,-6,19,-5,.,.,-0.3,12
N#Cc1ccccc1NC(=O)CNc1ccccc1N1CCCCC1,.,.,.,11,9,1.4,.
CCOc1ccc(OCCCC(=O)Nc2nc3ccccc3[nH]2)cc1,-4,-3,1,-2,0,0.1,-1
CN1C(=O)CON=C1c1cccc2ccccc12,.,?,3,-6,0,.,-9

Continuation:
smiles,SIRT5 inh,DENV2 CPE,ERp5 inh,PglD DTNB,Statin myotox sup,E-selectin induc,S100A4 inh HTS
CCC(=O)Nc1ccc(NC(=O)c2ccccc2)nc1,-1,-11,1,.,-10,-5.7,-2
Cc1cc(C)cc(C(=O)NCC(=O)OCc2nc(N)nc(Nc3ccccc3C)n2)c1,-7,-7,-6,0,-2,-0.1,-5
CC(C)CC#Cc1cnc2c(c1)C(=O)N([C@@H](C)CO)C[C@@H](C)[C@@H](CN(C)C(=O)C1CCCCC1)O2,0,.,0,-8,19,0.7,12
Nc1nc(Nc2ccccc2)nc(NC2CCCCC2)c1[N+](=O)[O-],-2,16,-3,-6,-2,0.4,-1
Cc1cccc(OCCNS(=O)(=O)c2ccc(Cl)cc2)c1,-3,6,7,-1,3,.,-4
CN(C[C@@H](Cc1cccc2ccccc12)N(C[C@H](Cc1ccccc1)N(CCc1ccccc1)N=O)N=O)N=O,-1,-9,-1,-4,0,0.0,1
CCN1CCN(c2ccc(NC(=O)CC3OC(=O)c4ccccc43)cc2C)CC1 (stereo not drawn),.,-1,3,-1,-4,0.3,-1
COc1ccc(N2CCN(C(=O)COC(=O)CNC(=O)c3cccc(OC(F)F)c3)CC2)cc1,-3,1,-1,5,5,-0.2,-32
CN1C(=O)c2cc(NC(=O)C3CC3)ccc2OC[C@H]2O[C@@H](CC(=O)NCc3ccccc3F)CC[C@H]21,-2,-7,5,.,.,0.1,-2
Cc1ccc(S(=O)(=O)NC(C(=O)N2CCOCCOCCOCC2)C(C)C)cc1 (stereo not drawn),0,-6,1,-1,17,.,0

Other compounds.
smiles,SIRT5 inh,DENV2 CPE,ERp5 inh,PglD DTNB,Statin myotox sup,E-selectin induc,S100A4 inh HTS
Cc1ccc(-c2nnc(OCc3nc4ccccc4n3C)c3ccccc23)cc1,0,4,1,.,.,.,-2
CN1[C@@H](COCc2ccccc2)C=CS1(=O)=O,4,8,1,8,-1,0.0,-1
Cc1cccnc1NC(=O)C1CC(=O)N(c2ccc3c(c2)OCCO3)C1 (stereo not drawn),-7,-4,-1,-2,-1,-0.1,0
O=S(=O)(Nc1ncccn1)c1ccc(NC(=S)Nc2ccccc2Cl)cc1,-6,5,1,.,-4,1.9,-3
CC(C)CN(C(=O)CCCSc1nc2ccccc2[nH]1)c1c(N)n(Cc2ccccc2)c(=O)[nH]c1=O,1,2,-8,-1,1,5.3,0
COC(=O)[C@@H]1[C@@H](C)N(Cc2ccccc2)C(=O)N[C@H]1c1cccc(C(F)(F)F)c1,.,.,1,0,-2,0.0,-5
C[C@@H]1CN([C@H](C)CO)C(=O)c2cc(NC(=O)CCC(F)(F)F)ccc2O[C@@H]1CN(C)C(=O)NC1CCCCC1,0,-3,-2,2,-20,-6.5,-7
N#CC(=C=[N-])/C=C(\C(=O)c1ccccc1)[n+]1ccccc1,.,-3,8,.,.,-0.1,-3
CC(C)NC(=O)Nc1ccc2c(c1)C(=O)N([C@@H](C)CO)C[C@@H](C)[C@@H](CN(C)Cc1ccncc1)OCCCC[C@H](C)O2,-1,1,-4,0,.,-0.2,5
CC(C)NC(=O)Nc1cccc2c1O[C@H](CN(C)S(=O)(=O)c1ccc(F)cc1)[C@@H](C)CN([C@H](C)CO)C2=O,0&-4,1&1,3&0,2&-1,-7&-1,-0.1&-0.5,-3&6

Part of the list above, showing only E-selectin induc, S100A4 inh HTS and DENV2 CPE:
| structure | E-selectin induc | S100A4 inh HTS | DENV2 CPE |
| --- | --- | --- | --- |
| Cc1cccnc1NC(=O)C1CC(=O)N(c2ccc3c(c2)OCCO3)C1 (stereo not drawn) | -0.1 | 0 | -4 |
| O=S(=O)(Nc1ncccn1)c1ccc(NC(=S)Nc2ccccc2Cl)cc1 | 1.9 | -3 | 5 |
| CC(C)CN(C(=O)CCCSc1nc2ccccc2[nH]1)c1c(N)n(Cc2ccccc2)c(=O)[nH]c1=O | 5.3 | 0 | 2 |

Next structures.
smiles,SIRT5 inh,DENV2 CPE,ERp5 inh,PglD DTNB,Statin myotox sup,E-selectin induc,S100A4 inh HTS
Cc1ccc(N2C(=O)c3ccc(C(=O)NCCN4CCOCC4)cc3C2=O)cc1,7,.,-11,0,.,.,-3
CC(C)(C)S(=O)(=O)N1Cc2cc(CO)ccc2[C@@H]1CCO,-1,-4,-1,.,.,-1.0,-11
CCOc1cc(NCc2ccccc2)c2ncn(C(C)C)c2c1,-6,4,-6,3,22,-0.2,-4
COc1ccc(Nc2nnc(-c3ccc4c(c3)OCO4)o2)cc1,.,16,-3,.,.,-0.3,0
COCCCNC(=O)CSc1nc2ccccc2c(=O)n1CCC(=O)NCCc1ccc(OC)c(OC)c1,-4,-1,4,-3,5,0.1,3
O=C(NCCCN1CCOCC1)c1cc(S(=O)(=O)N2CCOCC2)ccc1Cl,-2,4,3,0,8,.,-4
COc1ccc2c3c([nH]c2c1)[C@H](CO)N(C(=O)Nc1ccc(F)cc1)CC31CCN(C(=O)Nc2c(C)noc2C)CC1,1,-4,1,.,.,0.3,4
COc1ccc(C(=O)NCCS(=O)(=O)NCC2CCCO2)cc1 (stereo not drawn),-8,-8,-3,-1,-3,-4.1,4
COC(=O)[C@]12CCCCC=C1N(Cc1ccc(Cl)cc1Cl)C(=O)[C@H](CC(=O)NCCC(C)C)C2,3,-5,10,.,.,1.9,2
C[C@H](NC(=O)c1ccccc1Cl)C(=O)OCC(=O)NNC(=O)c1cccs1,-1,2,3,-6,4,-4.0,3
COc1ccccc1-c1ccc2c(c1)O[C@@H](CN(C)C(=O)Nc1cccc(F)c1)[C@H](C)CN([C@@H](C)CO)S2(=O)=O,6,10,-6,-1,-82,.,-16
COc1ccc(NC(=O)N(C)C[C@H]2Oc3ncc(-c4cccnc4)cc3C(=O)N([C@@H](C)CO)C[C@H]2C)cc1,2,3,6,2,3,.,-2

Screens: PubChem, Broad Institute
